# Screening results: PubChem, several laboratories
# HTR5A inv ctr: HTR5A inverse agonists in luminescence cell assay, primary screen, counter-screen for OPRM1-OPRD1 heterodimer inverse agonist project, full-deck HTS. 5-hydroxytryptamine receptor 5A (Homo sapiens), P47898. inhibition, % at 9.3 µM. actives 0.083% (n = 340,000). HTR5A cell line, inverse agonism. AID 504634, 2011; in the data active = inhibition mostly above about 23%, no sharp cut-off; inactive = mostly below about 18%;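 also: 0% = cells with DMSO and 100% = no-cell wells with DMSO; some compounds called inactive have numbers as strong as hits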
# PfHsp90 set2: growth inhibition of PfHsp90-expressing yeast, primary screen, antimalarial PfHsp90 inhibitor project, S. cerevisiae, BacTiter-Glo luminescence, single point, set 2 | inhibition, % at 9.4 µM | BacTiter-Glo ATP, 48 h; yeast lacking PDR1 and PDR3 efflux regulators | actives 0.32% (n = 310,000) | AID 504621, 2011;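 active = every replicate shows inhibition above about 80%, whatever the replicate mean, limit read from the data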;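 also: 0% = DMSO neutral controls and 100% = 20 µM radicicol positive controls; yeast relying on Plasmodium falciparum Hsp90 in place of its own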
# MOR-DOR ag: agonists of OPRM1-OPRD1 heterodimerization, primary screen, cell-based, luminescence; Mu-type opioid receptor (Homo sapiens) + Delta-type opioid receptor (Homo sapiens), …; cells; activation, % at 9.3 µM; actives 0.3% (n = 340,000); AID 504326, 2011; in the data active = activation above about 18%;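 also: 0% = vehicle-treated cells and 100% = reference agonist; values of inactives mirror those of a sister screen read the other way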
# Target sequence (P35372 whole entry, looked up): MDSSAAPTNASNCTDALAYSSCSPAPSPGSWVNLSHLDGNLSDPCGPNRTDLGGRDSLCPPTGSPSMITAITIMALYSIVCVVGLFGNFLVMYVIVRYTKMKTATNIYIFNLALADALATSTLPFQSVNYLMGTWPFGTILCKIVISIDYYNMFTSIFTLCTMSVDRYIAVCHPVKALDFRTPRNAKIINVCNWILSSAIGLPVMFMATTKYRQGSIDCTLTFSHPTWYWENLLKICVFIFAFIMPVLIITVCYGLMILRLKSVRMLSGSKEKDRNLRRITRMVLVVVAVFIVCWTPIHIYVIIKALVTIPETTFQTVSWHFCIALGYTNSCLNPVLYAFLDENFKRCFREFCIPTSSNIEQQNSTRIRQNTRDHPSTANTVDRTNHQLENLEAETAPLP
# Target sequence (P41143 whole entry, looked up): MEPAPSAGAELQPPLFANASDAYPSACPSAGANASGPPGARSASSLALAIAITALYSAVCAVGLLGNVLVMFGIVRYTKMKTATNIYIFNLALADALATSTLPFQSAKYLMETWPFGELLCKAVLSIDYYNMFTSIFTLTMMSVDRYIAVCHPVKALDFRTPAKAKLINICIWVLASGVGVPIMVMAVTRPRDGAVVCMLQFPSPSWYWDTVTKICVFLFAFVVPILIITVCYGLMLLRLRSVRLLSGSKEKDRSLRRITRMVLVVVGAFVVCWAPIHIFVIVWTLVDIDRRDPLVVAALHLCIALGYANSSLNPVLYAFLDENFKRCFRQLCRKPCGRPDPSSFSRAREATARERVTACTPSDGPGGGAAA
# Ecoli viability: E. coli V3065 growth inhibition, primary screen, counter-screen for AddAB inhibitor project, absorbance, OD600. 18 h. inhibition, % at 11.9 µM. actives 0.27% (n = 330,000). AID 449728, 2010;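 active = inhibition above the campaign's mean inhibition across all tested compounds plus 3 SD, cut at about 9.9% in these data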;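 also: uninfected addAB+ strain grown without phage in ampicillin broth; 0% = DMSO wells and 100% = ciprofloxacin 0.95 µg/ml wells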
# AddAB inh: growth inhibition of E. coli expressing H. pylori AddAB, primary screen, AddAB inhibitor project, absorbance; inhibition, % at 11.9 µM; actives 0.29% (n = 330,000); AID 435030, 2010; in the data active = inhibition above about 12%;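 also: 0% = vehicle wells of infected cells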
# HTR5A ag ctr: HTR5A agonists in luminescence cell assay, primary screen, counter-screen for OPRM1-OPRD1 heterodimer agonist project, full-deck HTS; cell-based; activation, % at 9.3 µM; actives 0.61% (n = 340,000); AID 504692, 2011; in the data active = activation mostly above about 9.5%, no sharp cut-off; inactive = mostly below about 7.6%;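 also: 0% = cells with vehicle only and 100% = reference agonist; strong numbers were not always called active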
# OPRM1-OPRD1 inv: inverse agonists of MOR-DOR heterodimerization, primary screen, cell-based, luminescence; cell-based MOR-DOR heterodimer luminescence, inverse agonism; inhibition, % at 9.3 µM; actives 0.21% (n = 340,000); in the data active = inhibition above about 22%, passing the limit was not always enough;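 also: 0% = cells with DMSO and 100% = wells without cells with DMSO; values of inactives mirror those of a sister screen read the other way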
# phage Ecoli inh: growth loss of phage-infected E. coli, primary screen, RecBCD inhibitor project, absorbance, with phage, HTS; actives 0.26% (n = 360,000); inhibition, % at 11.9 µM; AID 651602, 2012; in the data active = inhibition above about 11%
# PKA-R1A activ: activators of PKA-R1A holoenzyme, primary screen, biochemical, fluorescence polarization, Cy5-IP20, bovine R1A, mouse PKAc | activation, % at 11.4 µM | AID 504707, 2011 | actives 0.083% (n = 340,000) | cAMP-dependent protein kinase type I-alpha regulatory subunit (Bos taurus) + … | PKA-R1A dissociation; scaled: DMSO 0%, 113 µM cGMP 100%;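 active = percent activation above the mean of all tested compounds plus 3 SD, cut at about 19% in these data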;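 also: higher means more PKAc released from R1A so a rise in polarization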
# Pemphigus Ab inh: inhibitors of pemphigus antibody binding to DSG3, primary screen, biochemical, bead-based, flow cytometry, scFv-GFP; Desmoglein-3 (Homo sapiens), P32926; DSG3-coupled beads, scFv-anti-DSG3-GFP binding; stronger effect = lower value; binding (percent of control), % at 10 µM; actives 0.48% (n = 310,000); AID 588358, 2011;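 active = binding more than 3 SD below its plate's average and above zero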;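 also: hits lower antibody fragment binding to DSG3; some compounds called inactive have numbers as strong as hits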
# SUMO Mot1 rescue: yeast Mot1-301 growth rescue at high temperature, primary screen, SUMOylation pathway inhibitor project, S. cerevisiae, ATP luminescence, 38.5C | actives 1% (n = 320,000) | growth rescue, % at 18.8 µM | AID 2716, 2010 | S. cerevisiae Mot1-301 growth rescue; percent above DMSO median, 100 means doubled;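 active = every valid replicate shows activation above 250% relative to neutral control wells; inactive = the rest, any valid replicate at or below 250%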;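 also: OY570 slx delta 5 strain wells were the positive control but not used for scaling; some compounds called inactive have numbers as strong as hits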
# Starred values were filed as active, the others as inactive; · = not tested or not shown; + = active, no number.
SMILES,HTR5A inv ctr,PfHsp90 set2,MOR-DOR ag,Ecoli viability,AddAB inh,HTR5A ag ctr,OPRM1-OPRD1 inv,phage Ecoli inh,PKA-R1A activ,Pemphigus Ab inh,SUMO Mot1 rescue
CCOc1cc(Br)cc(/C=C2\SC(=Nc3ccccc3)NC2=O)c1O,4.8,0.0,6.5,-0.7,2.0,2.5,-33.5,1.0,-0.1,113.2,-0.8
O=C(CN(CC1CCCO1)C(=O)CNS(=O)(=O)c1ccccc1)NCc1ccc(F)cc1 (stereo unspecified),0.9,14.1,-3.0,-0.2,2.3,-0.3,16.1,1.8,2.7,106.4,22.5
COCCNC(=O)NC(=O)COC(=O)c1cc([N+](=O)[O-])ccc1Sc1nc(C)cs1,4.6,13.3,0.6,-1.6,1.2,-3.9,-3.6,3.6,-5.2,105.1,·
COCCN(C(=O)COC(=O)c1ccc(-c2ccccc2)cc1)c1c(N)n(Cc2ccccc2)c(=O)[nH]c1=O,15.5,-14.6,-0.4,·,·,-5.6,1.7,-1.2,-0.3,110.0,·
Cn1cc(C(=O)Nc2ccc(C#N)cc2)c2ccccc2c1=O,-10.2,10.0,-0.8,-3.5,-1.1,2.7,3.8,-0.6,4.5,102.8,176.1
COCCCNc1nc(N)c([N+](=O)[O-])c(Nc2ccccc2OC)n1,·,7.5,·,1.0,0.3,·,·,1.5,·,94.8,-9.2
C[C@H](CO)N1C[C@H](C)[C@@H](CN(C)S(C)(=O)=O)Oc2c(NC(=O)Nc3ccc4c(c3)OCO4)cccc2C1=O,-16.7,7.6,-4.0,-2.0,2.5,4.5,18.7,0.2,3.1,95.5,17.9
CCCn1c(N)c(N(CCOC)C(=O)c2cccc(S(=O)(=O)N3CCCc4ccccc43)c2)c(=O)[nH]c1=O,2.2,·,-1.8,1.4,1.9,2.4,9.8,2.2,0.4,102.3,19.1
O=C(c1ccc(C(F)(F)F)cc1)C1CCCN(C(=O)CCc2cnccn2)C1 (stereo unspecified),5.9,-0.4,0.7,1.5,0.1,-2.1,-5.4,4.3,-5.2,104.3,-8.6
O=C(Cn1c(=O)sc2ccccc21)Nc1ccc(S(=O)(=O)N2CCCCC2)cc1,11.6,-44.1,-1.6,-0.2,3.9,4.2,9.5,-0.9,-0.7,97.3,-12.2
COC(=O)c1c(NC(=O)c2ccco2)sc2c1C(C(=O)OC)CC2 (stereo unspecified),-22.7,-7.5,-0.6,-1.1,0.4,-3.0,3.4,3.0,-4.2,106.9,-0.3
Cc1ccc(CN(CC2CCCO2)C(=O)CN2C(=O)C(C(C)C)Oc3ccccc32)o1 (stereo unspecified),-9.4,·,-0.6,-0.8,3.2,5.2,3.0,1.3,-3.6,96.3,-2.0
CC1(C)CN(c2ccc(CC#N)cc2)C1=O,-6.3,-2.6,0.1,1.4,3.5,2.2,-0.5,3.5,-1.2,98.7,-0.9
CNC(=O)c1nn(C)c(=O)[nH]c1=O,-8.5,6.6,-1.3,·,·,2.1,7.0,2.2,-3.3,125.0,·
COC(=O)c1ccc(Cl)c(NC(=O)NC23CC4CC(CC(C4)C2)C3)c1,4.0,9.3,1.4,1.4,4.0,1.8,-8.7,5.1,-7.7,·,-15.5
CC(=O)Nc1ccc(NC(=O)C(C)OC(=O)c2cccc(S(=O)(=O)N3CCCC3)c2)cc1 (stereo unspecified),-22.5,·,-2.3,0.0,1.0,-1.0,12.4,1.1,-4.8,94.7,1.3
COC(=O)c1cc(C)nc2c1C(=O)C(=O)C=C2N1CCOCC1,-21.6,-4.6,25.7*,0.0,2.0,5.8,-122.9,0.0,-13.6,231.7,-5.0
CCNC(=O)COC(=O)C1CCC(=O)N(c2ccc(OC)cc2)C1c1ccc(OC)cc1 (stereo unspecified),-5.7,9.4,-1.7,0.6,-1.5,-4.8,8.4,0.8,-0.8,96.1,19.0
COc1ccc2oc(=O)c(C(=O)N3CCCC3)cc2c1,-1.8,-7.0,-0.1,0.4,-0.1,0.6,0.6,-1.9,3.8,97.8,-12.5
NC(=S)N/N=C/c1c[nH]c2ccccc12,16.5,-4.1,-2.7,-1.1,1.5,-6.1,13.8,0.8,6.5,94.3,1.5
CCOC(=O)C1=C(C2=CCCCC2)c2ccc(OC)cc2N(S(=O)(=O)C(F)(F)F)C1C(=O)OCC (stereo unspecified),-7.5,-15.4,-2.5,2.5,0.7,2.1,12.4,·,-1.0,99.0,·
O=C(COC(=O)c1ccc2c(c1)OCCO2)NC1CCCCC1,6.1,-4.8,-2.7,0.2,1.3,-1.7,13.9,1.2,-10.1,97.5,9.4
Nc1nc(NCc2ccccc2)n(-c2ccccc2)n1,12.2,1.0,-0.9,0.0,2.2,-3.4,4.1,4.0,-4.0,122.5,18.7
COC(=O)c1cc2occc2n1Cc1nc(-c2cccc(Cl)c2)oc1C,7.8,-10.7,0.7,-0.9,-4.0,-2.6,-4.0,1.5,10.5,103.1,2.8
O=C(/C=C/c1ccc([N+](=O)[O-])cc1)Nc1cccc(S(=O)(=O)NC2=NCCCCC2)c1,-11.3,-6.8,4.4,-0.4,1.7,2.9,-21.4,2.1,-2.4,·,-2.0

# Next part:
SMILES,HTR5A inv ctr,PfHsp90 set2,MOR-DOR ag,Ecoli viability,AddAB inh,HTR5A ag ctr,OPRM1-OPRD1 inv,phage Ecoli inh,PKA-R1A activ,Pemphigus Ab inh,SUMO Mot1 rescue
C[C@H](NC(=O)c1nc[nH]c1C(=O)NCC(=O)OCc1ccccc1)C(=O)OC(C)(C)C,-8.4,-9.7,2.1,-2.6,-0.6,6.1,-11.6,-1.8,-2.5,103.2,-3.9
Cc1nc2ccccc2nc1OCC(=O)Nc1cc(C(F)(F)F)ccc1N1CCOCC1,19.1,13.1,-4.5,-2.5,2.2,3.2,18.6,0.5,-6.5,111.1,-3.4
O=S(=O)(c1ccc(Cl)s1)N1CCCc2cccc(O)c21,13.1,·,2.6,1.1,1.7,-5.0,-15.2,3.5,-4.8,·,1.2
COc1ccc(OCC(=O)O/N=C(\N)Cc2ccc(Cl)cc2)cc1,-10.5,-4.1,1.6,0.2,-2.4,0.1,-8.4,1.2,-10.2,-19.6,+
O=C1COc2ccc(S(=O)(=O)N3CCCC3)cc2N1,5.8,34.7,-1.6,-0.3,-1.0,-5.8,11.3,1.0,-11.0,·,38.9
Cn1c(=O)oc2cc(S(=O)(=O)NCCN3CCCCCC3)ccc21,-6.3,-2.8,-1.1,-1.2,0.8,2.6,5.3,-0.2,4.5,103.3,0.9
Cc1cc(C)c(C(=O)C(C)OC(=O)c2ccc(Cl)nc2)cc1C (stereo unspecified),-3.2,22.9,1.3,-0.1,-1.5,3.7,-7.3,4.2,-2.9,99.3,-3.9
Cc1c(Br)c(C(=O)N2CCc3ccccc32)nn1C,9.4,29.1,0.0,-1.9,2.4,1.1,-0.2,3.4,-1.5,104.1,-3.6
O=C(c1cc(C(=O)NCCc2ccccc2)c(=O)n(CCc2ccccc2)c1)c1cc(Cl)ccc1O,10.2,-4.9,7.8,0.7,1.2,4.4,-52.8,1.4,-4.0,87.7,6.1
COc1ccc(CC(=O)OCC(=O)N2CCN(S(=O)(=O)c3ccc(C)cc3C)CC2)cc1,-4.0,1.5,-0.2,-1.8,-0.3,1.5,0.7,1.1,1.6,·,-3.8
Cc1[nH]c2ccccc2c1C(=O)C(=O)NC1CC(=O)N(c2ccc(F)cc2)C1 (stereo unspecified),-11.2,-4.7,-2.5,1.1,-0.2,-0.1,13.3,1.9,-5.7,88.0,-3.8
CC(=O)Nc1ccc(-c2csc(NC(=O)c3ccc(C)o3)n2)cc1,-3.1,-7.6,-1.4,0.6,4.4,-4.1,7.8,4.7,-0.2,102.0,1.7
O=C(c1ccc2c3c(cccc13)CC2)C1CCCN(C(=O)c2cc[n+]([O-])cc2)C1 (stereo unspecified),32.7,2.7,0.0,-1.3,-0.5,1.4,0.2,1.4,-6.6,102.8,-2.7
COc1ccc(C(=O)Oc2ccc(F)cc2C(=O)/C=C/c2ccc(OC)c(OC)c2)cc1,-32.5,-3.8,-2.7,-3.9,1.9,5.1,13.7,-0.7,-11.5,88.9,-19.6
O=C(Nc1ccccc1C(=O)N/N=C/c1ccc(O)cc1)c1ccccc1,2.9,-9.5,-3.3,0.0,0.0,-0.9,17.6,2.7,-1.6,97.0,245.0
Cc1ccc(-c2nnn(CCC(=O)NC3CCCC3)n2)cc1,-13.5,-15.2,-2.8,-0.4,0.8,7.7,15.6,2.6,-1.0,104.3,-24.9
CS(=O)(=O)c1ccc(N2CCOCC2)c(S(C)(=O)=O)c1,-9.8,-32.0,-1.6,2.0,2.6,-1.3,8.3,2.7,3.9,98.2,-12.6

# Part of the list above, with bars between the fields.
mol | HTR5A inv ctr | PfHsp90 set2 | MOR-DOR ag | Ecoli viability | AddAB inh | HTR5A ag ctr | OPRM1-OPRD1 inv | phage Ecoli inh | PKA-R1A activ | Pemphigus Ab inh | SUMO Mot1 rescue
O=C(c1cc(C(=O)NCCc2ccccc2)c(=O)n(CCc2ccccc2)c1)c1cc(Cl)ccc1O | 10.2 | -4.9 | 7.8 | 0.7 | 1.2 | 4.4 | -52.8 | 1.4 | -4.0 | 87.7 | 6.1
COc1ccc(CC(=O)OCC(=O)N2CCN(S(=O)(=O)c3ccc(C)cc3C)CC2)cc1 | -4.0 | 1.5 | -0.2 | -1.8 | -0.3 | 1.5 | 0.7 | 1.1 | 1.6 | · | -3.8
Cc1[nH]c2ccccc2c1C(=O)C(=O)NC1CC(=O)N(c2ccc(F)cc2)C1 (stereo unspecified) | -11.2 | -4.7 | -2.5 | 1.1 | -0.2 | -0.1 | 13.3 | 1.9 | -5.7 | 88.0 | -3.8
CC(=O)Nc1ccc(-c2csc(NC(=O)c3ccc(C)o3)n2)cc1 | -3.1 | -7.6 | -1.4 | 0.6 | 4.4 | -4.1 | 7.8 | 4.7 | -0.2 | 102.0 | 1.7
O=C(c1ccc2c3c(cccc13)CC2)C1CCCN(C(=O)c2cc[n+]([O-])cc2)C1 (stereo unspecified) | 32.7 | 2.7 | 0.0 | -1.3 | -0.5 | 1.4 | 0.2 | 1.4 | -6.6 | 102.8 | -2.7
